Source: PubChem BioAssay
HTRA1 inh – HTRA1 serine protease inhibitors, primary screen, biochemical, fluorescence polarization, HTS; recombinant HTRA1, FP-rhodamine activity-based probe; inhibition, % at 5.96 µM; Q92743; 340,000 tested, 0.5% active; in the data active = inhibition above about 36%;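 also: 0% = enzyme with DMSO and 100% = wells lacking enzyme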
Target sequence (Q92743 whole entry, looked up): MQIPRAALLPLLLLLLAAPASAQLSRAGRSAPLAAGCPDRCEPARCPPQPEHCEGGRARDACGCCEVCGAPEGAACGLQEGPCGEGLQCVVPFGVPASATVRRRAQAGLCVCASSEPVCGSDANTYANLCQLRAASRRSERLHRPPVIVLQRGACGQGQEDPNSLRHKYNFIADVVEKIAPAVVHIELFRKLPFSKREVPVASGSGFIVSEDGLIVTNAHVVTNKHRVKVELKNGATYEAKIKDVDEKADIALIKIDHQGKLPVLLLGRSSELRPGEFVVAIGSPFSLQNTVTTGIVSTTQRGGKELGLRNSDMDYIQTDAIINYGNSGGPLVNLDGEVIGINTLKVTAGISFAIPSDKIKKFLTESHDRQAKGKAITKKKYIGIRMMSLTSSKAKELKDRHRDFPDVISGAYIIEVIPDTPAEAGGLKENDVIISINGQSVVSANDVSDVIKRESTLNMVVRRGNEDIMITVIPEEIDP
PG9 binder – binders of HIV-1 gp120 antibody PG9, primary screen, biochemical, TR-FRET | HIV-1 gp120 / PG9 antibody interaction | TR-FRET gp120-PG9 antibody binding | inhibition, % at 6.7 µM | 360,000 tested, 0.43% active; in the data active = inhibition above about 8.5%
mABHD4 FP – ABHD4 inhibitors, primary screen, biochemical, fluorescence polarization, mouse; (Lyso)-N-acylphosphatidylethanolamine lipase (Mus musculus), Q8VD66; purified mABHD4, FP-Rh probe fluorescence polarization; inhibition, % at 8.92 µM; 370,000 tested, 0.54% active; AID 720543, 2013;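 active = inhibition exceeding the mean over every tested compound plus 3 SD, cut at about 30% in these data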;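 also: 0% = plate median of compound wells and 100% = S159A mutant with DMSO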
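Material: mouse ABHD4 enzyme, wild type; Benchmarks: S159A mutant high control, sample median low control; Buffer or medium: HEPES pH 7.0, NaCl, Pluronic buffer; Signal: fluorescence polarization; Read-out: percent inhibition of probe binding, normalized to plate controls; Timing: pre-incubation 45 min, probe exposure 60 min, at 25 °C; Dosing: 8.92 µM, single dose.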
UHRF1 binding – UHRF1 methylated DNA binding inhibitors, primary screen, counter-screen for MBD2 inhibitor project, biochemical, TR-FRET, human UHRF1, single concentration; E3 ubiquitin-protein ligase UHRF1 (Homo sapiens), Q96T88; UHRF1 binding to methylated oligo; inhibition, % at 4.4 µM; 370,000 tested, 0.75% active; in the data active = inhibition above about 21%;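 also: UHRF1 SRA domain binding a hemimethylated CpG hairpin DNA probe; 0% = median of test compound wells and 100% = reference inhibitor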
rCAG binder – binders of r(CAG) RNA repeats, primary screen, biochemical, fluorescence; r(CAG) RNA repeat, TO-PRO-1 dye displacement fluorescence; 370,000 tested, 1.3% active; AID 651821, 2012; inhibition, % at 3 µM;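 active = inhibition above the plate cutoff, the mean of all test compounds on that plate plus 3 SD, cut at about 35% in these data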;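 also: 0% = DMSO alone and 100% = 100 µM mitoxantrone as full dye displacement; higher means more dye released from RNA so lower well fluorescence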
NR1D1 modulator – modulators of Rev-erb alpha DNA binding, primary screen, biochemical, FITC-DNA, fluorescence polarization, uHTS. 370,000 tested, 0.79% active. activity, % at 10 µM. AID 1259318, 2017. Rev-erbα–FITC-DNA binding, 90 min;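 active = activity above about 14%, limit read from the data; passing the limit was not always enough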;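 also: 0% = DMSO wells with 35 nM protein and 100% = DMSO wells with 750 nM protein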
MBD2 DNA inh – inhibitors of MBD2 binding to methylated DNA, primary screen, biochemical, TR-FRET, DNA-binding domain, human; inhibition, % at 4.4 µM; 370,000 tested, 0.31% active; Methyl-CpG-binding domain protein 2 (Homo sapiens), Q9UBB5; AID 686964, 2013; MBD2 binding to methylated oligonucleotide; in the data active = inhibition above about 13%
PRMT1 FP inh – PRMT1 methyltransferase inhibitors, primary screen, biochemical, fluorescence polarization | Protein arginine N-methyltransferase 1 (Homo sapiens), Q99873 | recombinant PRMT1, activity-based probe fluorescence polarization | inhibition, % at 2.79 µM | 370,000 tested, 1.3% active | AID 652257, 2013;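 active = inhibition above about 21% made by adding two undisclosed values, limit read from the data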
Target sequence (Q99873 whole entry, looked up): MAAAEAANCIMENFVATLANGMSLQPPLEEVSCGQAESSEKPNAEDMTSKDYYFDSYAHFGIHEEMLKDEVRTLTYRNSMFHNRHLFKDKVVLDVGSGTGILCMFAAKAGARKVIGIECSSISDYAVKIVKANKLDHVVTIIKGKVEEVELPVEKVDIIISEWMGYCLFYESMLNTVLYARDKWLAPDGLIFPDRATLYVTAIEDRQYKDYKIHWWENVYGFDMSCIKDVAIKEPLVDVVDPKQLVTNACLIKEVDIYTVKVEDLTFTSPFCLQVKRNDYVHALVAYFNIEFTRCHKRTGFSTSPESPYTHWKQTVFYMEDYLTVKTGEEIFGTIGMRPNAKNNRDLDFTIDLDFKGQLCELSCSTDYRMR
LEDGF integ inh – blockers of LEDGF/p75-dependent integrase strand transfer – biochemical, TR-FRET, high throughput, primary screen | 370,000 tested, 0.64% active | TR-FRET IN-LEDGF/p75 DNA integration, Eu/Cy5 | inhibition, % at 3.7 µM | AID 743269, 2014 | HIV-1 integrase (with human LEDGF/p75);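 active = inhibition above the screen-wide mean plus 3 SD, cut at about 13% in these data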;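 also: signal is the Cy5 over europium emission ratio at 671 and 618 nm; 0% = plate median of compound wells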
TCR-CD3 inh – inhibitors of human TCR-CD3 interaction, primary screen, biochemical, fluorescence, TAMRA-labeled TCR probe. T-cell receptor (TCR). inhibition, % at 9.4 µM. 360,000 tested, 0.37% active; in the data active = inhibition above about 19%;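 also: recombinant mutant TCR 2C K166C tagged with TAMRA read by polarization; 0% = receptor in buffer alone and 100% = receptor with positive control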
* = called active by the depositor; nt = not tested or not shown.

Molecule,HTRA1 inh,PG9 binder,mABHD4 FP,UHRF1 binding,rCAG binder,NR1D1 modulator,MBD2 DNA inh,PRMT1 FP inh,LEDGF integ inh,TCR-CD3 inh
CC(=O)Nc1ccc(-c2ccnc3c2CC(C(=O)Nc2ccc(C(C)C)cc2)O3)cc1 (configuration not stated),nt,1.6,-37,-2,7,-4,-2,-4,0,-3
CCOC(=O)CC(NS(=O)(=O)c1ccc2[nH]c(=O)sc2c1)c1ccc(C)cc1 (configuration not stated),5,-0.6,-11,2,6,7,-4,0,7,3
O=C(Nc1nnc(-c2cccnc2)s1)c1cccs1,13,0.4,5,-4,1,1,-4,2,-4,2
COc1cc(C(=O)N/N=C/c2ccc(OC(=O)c3ccccc3Cl)cc2)ccc1O,-28,-1.9,-20,-1,11,-1,1,0,1,4
CC(C)Cc1nc2oc3c(Cl)ncnc3c2c2c1CCC2,1,-1.2,9,0,4,7,-6,0,2,3
Cc1nn(C)c(C)c1S(=O)(=O)N1CCCC(C(=O)NC2CCCCCC2)C1 (configuration not stated),-2,1.4,-1,2,-1,3,-5,-5,1,-1
Cn1c(=O)c2nc(-c3ccccc3)c(-c3ccccc3)nc2n(C)c1=O,-1,-0.8,-3,0,0,3,0,-1,0,5
Cn1nc(OCC(=O)O)cc1C(F)(F)F,2,1.0,-5,-1,3,1,-7,-5,1,4
Fc1ccccc1N1CCN(Cc2cc(-c3ccccc3)on2)CC1,-4,-0.2,-6,-2,-1,0,-3,0,2,3
Cc1ccc(S(=O)(=O)NC(=O)c2cc(C)n(-c3ccccc3)c2C)cc1,3,0.3,10,0,13,-2,-1,-1,4,8
Cc1ccc(-c2nc3ccc(C)cn3c2Cc2cccc(F)c2)cc1,nt,-0.2,-5,16,4,4,5,4,-2,1
COc1ccc2c(c1)S/C(=C\C(=O)c1ccncc1)N2C,1,-5.1,-5,-18,8,-5,-6,45*,-1,-1
CCCOc1ccc(C(=O)c2ccccc2C(=O)O)cc1OCCC,-6,-1.1,4,-1,13,-3,-2,3,1,7
Cc1ccc(NC(=O)c2ccc(CSc3ncnc4nc[nH]c34)cc2)c(C)c1,-8,-1.2,-18,3,-1,-3,-2,-1,2,0
Cc1cc(/C=C(\C#N)C(=O)OCC#N)c(C)n1CC(C)C,-6,1.7,6,3,-3,-3,6,4,0,2
Cc1nc(NC(=O)c2ccc(Cl)cc2)sc1Cc1ccc2c(c1)OCO2,-14,1.1,16,2,5,30*,9,9,-1,-2
COc1ccccc1CNC(=O)CN1C(=O)NC2(CCC(C)CC2)C1=O (configuration not stated),2,0.0,2,-1,3,-2,-6,-2,3,0
Cc1nn(-c2ccc(Cl)cc2)c(=O)c2ccccc12,6,-1.3,0,6,-4,4,-1,1,-1,-6
CCOC(=O)Cc1csc(NC(=O)CSc2nnc(C(C)C)n2C)n1,4,-0.7,3,0,-6,-4,2,-1,1,-4
CC(C)(C)C(=O)Nc1ccc(N=Nc2ccccc2)cc1,-6,0.1,-1,-2,-1,4,-6,-2,5,-5

Molecules listed so far containing an aryl thioether with sulfur outside any ring (two):
Molecule,HTRA1 inh,PG9 binder,mABHD4 FP,UHRF1 binding,rCAG binder,NR1D1 modulator,MBD2 DNA inh,PRMT1 FP inh,LEDGF integ inh,TCR-CD3 inh
Cc1ccc(NC(=O)c2ccc(CSc3ncnc4nc[nH]c34)cc2)c(C)c1,-8,-1.2,-18,3,-1,-3,-2,-1,2,0
CCOC(=O)Cc1csc(NC(=O)CSc2nnc(C(C)C)n2C)n1,4,-0.7,3,0,-6,-4,2,-1,1,-4

Other results.
Molecule,HTRA1 inh,PG9 binder,mABHD4 FP,UHRF1 binding,rCAG binder,NR1D1 modulator,MBD2 DNA inh,PRMT1 FP inh,LEDGF integ inh,TCR-CD3 inh
CCc1ccccc1Nc1ncnc2ccccc12,7,-3.2,4,2,-1,-7,0,-5,0,-1
CCOC(=O)C1=C(C)OC(N)=C(C#N)C1c1c(C)nn(-c2ccccc2)c1Cl (configuration not stated),0,2.5,0,-6,-1,6,1,2,3,-1
NC(=O)C1CCN(C(=O)C2CCC(=O)N(Cc3ccc(Cl)cc3)C2)CC1 (configuration not stated),-2,1.8,-1,3,-5,4,0,4,0,-4
Cc1ccc(-n2ncc3c(SCC(=O)NNC(=O)C(C)C)ncnc32)cc1,-5,-2.0,0,-1,1,5,-4,-7,1,0
Clc1cccc(Cc2c(-c3cccc(Cl)c3)nc3ccc(Br)cn23)c1,nt,6.0,-25,3,10,26*,5,3,-3,2
COc1ccc(NC(=O)Nc2ccc(Br)c(C)c2)cc1,6,2.9,2,-1,5,2,1,0,-5,-2
CC1CCN(CC(CS(=O)(=O)c2ccc([N+](=O)[O-])cc2)N2CCC(C)CC2)CC1 (configuration not stated),7,-0.1,-6,1,2,-4,-6,-3,8,1
Cc1ccc(-c2nnc(Nc3ccc(CC(N)=O)cc3)c3ccccc23)cc1S(=O)(=O)NCC1CCCO1 (configuration not stated),1,-0.8,-5,1,-2,-8,1,2,-6,-5
CC(=O)OC[C@@H]1CN(Cc2cccc(C(F)(F)F)c2)C[C@H](n2cnc3c(N4CCOCC4)ncnc32)O1,nt,1.0,-8,1,1,4,7,2,-3,-2
Cn1c(SCC(N)=O)nnc1-c1ccccc1,-1,1.7,-3,3,1,-2,4,0,5,-2
O=C(CCCN1C(=O)/C(=C\c2cccs2)SC1=S)Nc1ccccn1,0,0.4,-1,-3,3,4,-3,2,3,7
CC1CCCCN1C(=O)c1cc(Cl)ccc1[N+](=O)[O-] (configuration not stated),0,-0.6,4,2,0,-2,-1,0,-1,4
NC(Cc1ccc(C(F)(F)F)cc1)c1csc(Nc2nncc3ccccc23)n1 (configuration not stated),nt,-1.1,20,-1,7,2,7,8,4,-15
O=C(CCCn1c(=S)[nH]c2ccc(Br)cc2c1=O)NCc1ccccn1,-3,0.5,-1,2,-1,2,-2,-3,-2,5
CCOc1cc(/C=N/NC(=O)c2cccnc2)ccc1OCC(=O)N(C)C,-3,-0.4,2,1,-2,6,0,-2,-1,4
Cc1cc(-c2cccnc2)c(C#N)c(SCC#N)n1,-4,-2.3,-7,4,2,2,-6,-2,5,-12
O=C(Cn1nc(-c2ccccc2)ccc1=O)Nc1ccc(NC(=O)c2ccccn2)cc1,2,-0.5,-6,3,2,-23,-6,-3,0,-8
CCN(CC)CCOC(=O)c1ccc(Cl)cc1Cl,-5,-0.6,3,1,-2,-1,-2,8,-3,0
CS(=O)(=O)c1ccc(C(=O)N2CCc3ccccc3C2)cc1,2,-0.7,-1,1,-3,7,-7,-3,3,1
COC(=O)[C@H](Cc1ccccc1)NC(=O)NCc1cccs1,-4,-0.7,-3,8,-1,-2,-4,2,2,-3
CCOC(=O)/C(=N/Nc1ccc(Cl)cc1)Sc1nnnn1-c1ccc(C)cc1,9,-0.9,11,0,3,-3,-2,-4,4,-8
COc1cccc(-c2cnc(C(O)c3c(C)cccc3C)[nH]2)c1 (configuration not stated),nt,-0.2,-1,-2,2,4,-2,0,3,2
Nn1c(SCc2cn3ccsc3n2)nnc1-c1ccncc1,3,0.2,-2,-1,0,3,-1,-1,0,10
Cc1nn(-c2cccc(Cl)c2)c2nc(-c3ccncc3)cc(C(=O)N3CCOCC3)c12,1,0.5,-1,1,0,6,-4,-6,5,2
O=C(CSc1nc2cc(Cl)ccc2s1)NC1CCCc2ccccc21 (configuration not stated),-19,-0.5,-7,-3,-1,-1,-4,-3,0,7
COc1cc(CNc2ncnc3c2[nH]c2ccc(C)cc23)cc(OC)c1,-5,0.8,22,4,9,-3,-1,-1,3,-11
Cn1c(CN2CCN(C(=O)c3ccccc3)CC2)nc2cc([N+](=O)[O-])ccc21,1,-1.2,-1,3,-1,0,-2,2,-2,-3
Cc1ccc(NC(=O)c2cccc(S(=O)(=O)Nc3c(C)n(C)n(-c4ccccc4)c3=O)c2)cc1C,nt,0.7,-1,2,11,5,-1,0,-3,1
CCOC(=O)c1cc2sccc2n1Cc1ccc(C#N)cc1,-32,0.1,-13,-5,-1,1,-1,0,2,-13
CC(C)OCCCNC(=O)c1cccc2c1C(=O)c1ccc(Cl)cc1S2(=O)=O,0,1.8,1,4,-2,0,3,2,1,3
Cc1sc(NC(=O)c2ccccc2F)c(CN2CCCCC2C)c1C (configuration not stated),1,1.2,-6,-5,1,-1,-4,-2,3,-5
CCC(=O)/C=C1/Sc2ccc(OC)cc2N1CC,9,-3.0,3,1,-2,5,2,9,-4,-1
O=[N+]([O-])c1cc(S(=O)(=O)NCCCN2CCOCC2)ccc1Cl,3,0.6,6,2,2,3,4,3,6,4
Cc1cccc(C)c1-n1c(C)cc(/C=N/NC(=O)c2ccncc2)c1C,19,1.6,12,3,2,1,-2,1,-2,-2
COc1ccc(Sc2nnc(-c3ccccc3)cc2C#N)cc1,-1,-3.2,-2,1,2,-1,1,1,2,-1
Cc1c(N(CC(=O)O)S(=O)(=O)c2ccccc2)c(=O)n(-c2ccccc2)n1C,-6,0.2,3,5,-1,0,-4,-1,-8,0
CCC(C)/C(C)=N/NC(=O)CNS(=O)(=O)c1ccc([N+](=O)[O-])cc1 (configuration not stated),-5,0.9,8,3,5,0,0,1,-2,-3
O=C(Nc1ccc(F)cc1)c1cccc2c1C(=O)N(CC1CCCO1)C2 (configuration not stated),-6,-1.0,3,0,1,4,-3,6,0,-1
COc1ccc(Cl)cc1C(=O)NNC(=O)c1ccc(F)c(S(=O)(=O)N2CCOCC2)c1,4,-0.1,-3,-1,4,6,-1,-3,5,3
Cc1cc(=O)n(C(C)(C)C)c(=O)n1Cc1ccccc1,-1,-1.2,-6,-3,1,-4,3,2,1,-2

Looked up above.
`Cc1cc(-c2cccnc2)c(C#N)c(SCC#N)n1` | HTRA1 inh: -4
`O=C(CCCN1C(=O)/C(=C\c2cccs2)SC1=S)Nc1ccccn1` | rCAG binder: 3

Further results
Molecule,HTRA1 inh,PG9 binder,mABHD4 FP,UHRF1 binding,rCAG binder,NR1D1 modulator,MBD2 DNA inh,PRMT1 FP inh,LEDGF integ inh,TCR-CD3 inh
CCOc1ccc2c(c1)c1nnc(SCC3CCCO3)nc1n2C (configuration not stated),-6,-0.4,-7,-5,-1,-2,-4,0,0,-2
O=S(=O)(Cc1ccccc1)NC1c2ccccc2Oc2ccccc21,-14,0.1,-1,1,2,5,6,2,-3,-8
CC(=O)N1CCN(c2ccc(NC(=O)c3ccc(C)cc3)cc2)CC1,4,-5.8,-4,0,-4,0,-4,-1,-1,-1
O=[N+]([O-])c1cc(/C=N/N2CCN(C3c4ccccc4-c4ccccc43)CC2)ccc1Cl,-9,-1.2,2,1,2,4,5,-1,2,-6

An excerpt; count on the stated rates, not on these rows.
